Keap1 Nrf2 FP: Keap1-Nrf2 protein-protein interaction inhibitors, primary screen, biochemical, fluorescence polarization, single point. Keap1 Kelch-Nrf2 peptide fluorescence polarization, 1536-well. actives 0.15% (n = 340,000). AID 504523, 2011. inhibition, % at 9.4 µM. Kelch-like ECH-associated protein 1 (Homo sapiens), Q14145; in the data active means inhibition above about 12%; inconclusive means no clear call, values can overlap the other calls; inactive means below about 7.3%;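 further: human Keap1 Kelch domain with fluorescein labeled Nrf2 9mer peptide probe; 0% = neutral control wells and 100% = peptide positive control; higher means more block of Keap1 binding to Nrf2 peptide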
CDK5 inh: inhibitors of human CDK5/p35 kinase, primary screen, biochemical, single concentration; Cyclin-dependent kinase 5 (Homo sapiens) + Cyclin-dependent kinase 5 activator 1 (Homo …; Recombinant CDK5/p35, ADP-Glo luminescence, 60 min; inhibition, % at 10 µM; actives 0.01% (n = 330,000); AID 488839, 2010;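 active means highest replicate inhibition of at least 50% and at least 75% of replicates reaching 50%; inconclusive means only one of the two criteria met; inactive means both criteria failed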;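 further: plate controls were DMSO neutral control for no effect and GW8510 at 10 µM for full effect; many of its hits are not listed in these tables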
Target sequence (Q00535 whole entry, looked up): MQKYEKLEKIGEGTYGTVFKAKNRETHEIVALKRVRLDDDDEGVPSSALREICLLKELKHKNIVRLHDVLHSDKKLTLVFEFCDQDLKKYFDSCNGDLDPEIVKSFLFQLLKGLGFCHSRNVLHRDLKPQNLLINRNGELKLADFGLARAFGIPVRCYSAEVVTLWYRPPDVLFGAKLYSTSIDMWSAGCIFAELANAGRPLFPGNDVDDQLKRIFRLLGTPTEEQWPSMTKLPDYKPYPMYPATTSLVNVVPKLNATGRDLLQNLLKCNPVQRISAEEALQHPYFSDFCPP
Target sequence (Q15078 whole entry, looked up): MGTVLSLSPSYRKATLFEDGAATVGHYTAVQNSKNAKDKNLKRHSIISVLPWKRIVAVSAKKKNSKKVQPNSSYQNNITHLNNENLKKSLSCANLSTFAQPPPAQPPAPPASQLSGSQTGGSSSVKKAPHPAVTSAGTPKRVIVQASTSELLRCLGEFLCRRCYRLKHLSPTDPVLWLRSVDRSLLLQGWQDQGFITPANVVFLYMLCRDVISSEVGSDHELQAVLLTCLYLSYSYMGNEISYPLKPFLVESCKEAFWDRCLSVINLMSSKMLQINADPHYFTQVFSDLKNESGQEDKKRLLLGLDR
PfHsp90 set2: growth inhibition of PfHsp90-expressing yeast, primary screen, antimalarial PfHsp90 inhibitor project, S. cerevisiae, BacTiter-Glo luminescence, single point, set 2 | actives 0.32% (n = 310,000) | BacTiter-Glo ATP, 48 h; yeast lacking PDR1 and PDR3 efflux regulators | AID 504621, 2011 | inhibition, % at 9.4 µM;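 active means every replicate shows inhibition above about 80%, whatever the replicate mean, limit read from the data; inconclusive means mean inhibition reaches the set limit but some replicate falls short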;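 further: 0% = DMSO neutral controls and 100% = 20 µM radicicol positive controls; yeast relying on Plasmodium falciparum Hsp90 in place of its own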
RTF Ca sens act: cardiac RTF calcium sensitivity activators, primary screen, biochemical, IANBD-TnC fluorescence, EC20 calcium. Troponin I, cardiac muscle (Homo sapiens) + Troponin T, cardiac muscle (Homo sapiens) + …. IANBD-labeled TnC RTF fluorescence at EC20 calcium; 0% EC20 calcium, 100% full calcium. activation, % at 7.2 µM. actives 0.24% (n = 340,000);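 active means activation above the mean over all tested compounds plus 3 SD, cut at about 30% in these data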;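 further: rise in fluorescence read as greater calcium sensitivity of cardiac thin filaments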
Rtt109 Vps75: inhibitors of C. albicans Rtt109/Vps75 HAT, primary screen, biochemical, ThioGlo CoA-SH fluorescence, plate reader; Histone acetyltransferase RTT109 (Candida albicans (strain SC5314 / ATCC MYA-2876)), …; inhibition, % at 34.9 µM; actives 0.16% (n = 330,000); purified Rtt109/Vps75, 4 h;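 active means inhibition of at least 50% in every replicate; inconclusive means best replicate reaches 50% inhibition but some replicates fall short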
Target sequence (Q5AAJ8 whole entry, looked up): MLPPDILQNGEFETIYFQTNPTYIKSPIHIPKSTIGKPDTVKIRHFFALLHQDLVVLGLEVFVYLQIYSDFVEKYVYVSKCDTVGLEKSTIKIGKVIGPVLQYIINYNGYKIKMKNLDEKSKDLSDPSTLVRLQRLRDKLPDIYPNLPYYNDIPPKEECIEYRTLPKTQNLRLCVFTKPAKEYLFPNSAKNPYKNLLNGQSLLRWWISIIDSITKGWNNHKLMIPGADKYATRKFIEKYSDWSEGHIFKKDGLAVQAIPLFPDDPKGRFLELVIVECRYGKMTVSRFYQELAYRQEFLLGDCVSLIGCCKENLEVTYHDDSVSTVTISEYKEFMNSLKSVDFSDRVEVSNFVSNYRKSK
dFosB activator: activators of delta FosB homodimer, primary screen, biochemical, fluorescence polarization, TAMRA-CDK5 oligo, single point | Protein FosB (Mus musculus), P13346 | purified delta FosB; percent of positive-control signal above neutral wells | activation, % at 25 µM | actives 0.99% (n = 340,000);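 active means mean activation above about 17%, with every replicate also reaching it, limit read from the data, passing the limit was not always enough; inconclusive means only one of the two conditions met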;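 further: fluorescence polarization rise as delta FosB binds a TAMRA Cdk5 AP-1 oligo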
LANA DNA inh: inhibitors of KSHV C-LANA binding to DNA, primary screen, biochemical, fluorescence polarization, FAM-LBS DNA, MBP-C-LANA, single point. Kaposi's sarcoma herpesvirus LANA C-terminal domain (residues 932-1162) DNA binding. inhibition, % at 9 µM. actives 0.078% (n = 340,000). AID 504423, 2011;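 active means highest replicate inhibition at or above 60% at 9 µM, even if other replicates fall short; inactive means all replicates below 60% inhibition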;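 further: 0% = neutral control wells and 100% = 4 µM acridine orange control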
PvdQ inh: P. aeruginosa PvdQ acylase inhibitors, primary screen, biochemical, fluorescence, plate reader and imaging, single point. AID 488965, 2010. inhibition, % at 10 µM. actives 0.063% (n = 340,000). purified PvdQ acylase; in the data active means inhibition above about 30%, passing the limit was not always enough; inconclusive means no clear call, values can overlap the other calls;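 further: 0% = vehicle neutral wells and 100% = reference inhibitor wells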
NSD2 HMT inh: NSD2 histone methyltransferase inhibitors, primary screen, biochemical, AlphaScreen, single concentration, set 2; NSD2 peptide methylation, 120 min; actives 0.54% (n = 310,000); inhibition, % at 12.5 µM; AID 743445, 2014; in the data active means inhibition above about 50%
SUMO Mot1 rescue: yeast Mot1-301 growth rescue at high temperature, primary screen, SUMOylation pathway inhibitor project, S. cerevisiae, ATP luminescence, 38.5C; S. cerevisiae Mot1-301 growth rescue; percent above DMSO median, 100 means doubled; growth rescue, % at 18.8 µM; actives 1% (n = 320,000);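 active means every valid replicate shows activation above 250% relative to neutral control wells; inactive means the rest, any valid replicate at or below 250%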;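 further: OY570 slx delta 5 strain wells were the positive control but not used for scaling; some compounds called inactive have numbers as strong as hits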
RTF Ca sens inh: cardiac RTF calcium sensitivity inhibitors, primary screen, biochemical, IANBD-TnC fluorescence, EC70 calcium | Troponin I, cardiac muscle (Homo sapiens) + Troponin T, cardiac muscle (Homo sapiens) + … | IANBD-labeled cardiac RTF, Ca2+ fluorescence | inhibition, % at 7.15 µM | actives 0.12% (n = 340,000) | AID 493244, 2011;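 active means inhibition above the mean inhibition of all tested compounds plus 3 SD, cut at about 17% in these data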;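 further: assay run at fixed EC70 calcium of 1.6 mM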
Active calls of the source: *; ? = inconclusive; / = not tested or not shown.

1) COc1ccc(N(C)S(=O)(=O)c2cccc(C(=O)Nc3nnc(C4CC4)s3)c2)cc1
2) Cc1ccc(Cl)cc1N1CCN(S(=O)(=O)c2ccc(-c3ccc(=O)[nH]n3)o2)CC1
3) O=C(COC(=O)C1=COCCO1)NCCCc1ccccc1
4) COc1cccc(CC(NC(C)=O)C(=O)NC2CCN(C(=O)NCc3ccccc3)CC2)c1 (stereo not given)
5) O=C1CCC[C@@H]2Cc3nc4ccccc4cc3[C@@H]3CCN1[C@H]23
6) Cc1nc2ccccc2n1CC(=O)NCc1ccccc1
7) COc1ccc(C2c3c(ncn(CCCN4CCOCC4)c3=N)Oc3ccc4ccccc4c32)cc1OC (stereo not given)
8) COc1ccc(NC(=O)Cc2cccc(F)c2)cc1S(=O)(=O)Nc1ccccc1Cl
9) CC(CC(=O)OCC(=O)NCc1ccc(Cl)cc1)c1ccccc1 (stereo not given)
10) Cc1cc(C(=O)CSc2nnc(-c3ccccc3)o2)c(C)n1CC1COc2ccccc2O1 (stereo not given)

assay / compound	1	2	3	4	5	6	7	8	9	10
Keap1 Nrf2 FP	-1	-4	1	4	-4	-3	2	-2	-4	-7
CDK5 inh	2.7	0.4	0.4	1.2	-0.8	-0.7	-0.7	-2.7	-3.3	0.3
PfHsp90 set2	8	18	-11	-3	9	1	-4	7	-16	-22
RTF Ca sens act	0	7	0	-2	12	-8	-4	8	-2	2
Rtt109 Vps75	6	5	-21	-2	3	0	21	8	-8	-4
dFosB activator	3	13	-1	-8	-1	3	-8	?	3	-10
LANA DNA inh	-1.2	3.3	-1.8	-0.1	-1.5	-1.0	-1.2	-2.1	-0.6	2.1
PvdQ inh	-15	-13	8	2	-7	-14	6	-7	-13	-18
NSD2 HMT inh	-4	-2	2	/	/	/	2	/	/	2
SUMO Mot1 rescue	/	-12	-15	/	/	-12	-2	3	23	65
RTF Ca sens inh	-3	-8	1	-4	-7	-5	-2	-3	-4	-14

11) CCN1CCSc2ccc(C(=O)NCc3cccc(F)c3)cc21
12) O=S(=O)(Cc1ccccc1)N1CCCCCC1
13) CCc1cccc(NC(=O)NC2CCCCC2)c1
14) O=C(NCCc1ccc(Cl)cc1)c1cc(=O)[nH]c2ccccc12
15) Cc1ccc(C(=O)C[n+]2ccccc2C)cc1[N+](=O)[O-]
16) Cc1ccc(C(=O)COC(=O)CCCC(=O)Nc2cc(C(F)(F)F)ccc2Cl)cc1C
17) COc1ccc(C(=O)OCC(=O)Nc2ccc(Cl)c(C(F)(F)F)c2)c(OC)c1OC
18) CC(=O)NNS(=O)(=O)c1ccccc1[N+](=O)[O-]
19) Cc1c(C(=O)/C=C/N(C)C)nnn1-c1ccc(Cl)cc1Cl
20) COc1ccc(CCNC(=O)c2[nH]c(C)c(C(C)=O)c2C)cc1

assay / compound	11	12	13	14	15	16	17	18	19	20
Keap1 Nrf2 FP	-3	-3	1	-4	-5	3	1	0	-3	-2
CDK5 inh	-1.5	-1.7	-0.3	1.1	-6.5	-0.4	-17	0.1	0.5	0.0
PfHsp90 set2	-12	8	-9	4	27	7	5	1	-20	40
RTF Ca sens act	3	0	4	0	7	-3	3	3	-1	1
Rtt109 Vps75	-10	-11	3	-9	2	-4	-3	-13	12	-4
dFosB activator	-5	-5	-10	5	-1	-2	-16	2	0	-6
LANA DNA inh	-0.7	-0.2	-2.8	0.1	-1.7	0.5	0.5	0.2	0.0	0.2
PvdQ inh	-17	5	2	11	-2	-3	-10	-3	-2	1
NSD2 HMT inh	/	2	3	-3	-2	0	0	-1	10	0
SUMO Mot1 rescue	25	661	/	9	-2	10	18	-11	1	5
RTF Ca sens inh	-8	-3	5	-2	-2	1	4	-2	5	3

21) O=C1N=c2ccccc2=C1c1sc(=S)n(-c2ccc(O)cc2)c1O
22) CC(C)c1csc(CN2CCN(Cc3ccc(F)c(F)c3)C(CCO)C2)n1 (stereo not given)
23) Cc1ccc(CCN2CC(C(=O)NCCN3CCCCCC3)CC2=O)cc1 (stereo not given)
24) COc1ccc(OC)c(-c2nnc3n2N=C(c2ccc(OC)c(OCC4CC4)c2)CS3)c1
25) COc1ccc(NS(=O)(=O)c2cc(NC(=O)C3CCCCC3)ccc2N2CCOCC2)cc1
26) COC(=O)c1ccc(CN2CCC(CO)(Cc3ccccc3Cl)CC2)cc1
27) CCCn1c2ccccc2c2nnc(SC(CC)C(=O)Nc3sc4c(c3C#N)CCCC4)nc21 (stereo not given)
28) COc1ccc(C(=O)NC2CCN(CC(=O)Nc3cccc(OC)c3)CC2)cc1
29) O=C(COC(=O)C1COc2ccccc2O1)Nc1cccc(Cl)c1 (stereo not given)
30) CC(C)(CO)CNC(=O)c1ccc2nc(Cc3cccc(Cl)c3)oc2c1

assay / compound	21	22	23	24	25	26	27	28	29	30
Keap1 Nrf2 FP	-7	-4	2	4	-2	-3	-3	-4	-7	-2
CDK5 inh	0.9	-0.2	0.0	0.7	-0.3	0.5	1.0	1.2	-0.2	-0.4
PfHsp90 set2	-3	-3	9	2	-12	-15	-37	-1	-25	-10
RTF Ca sens act	0	1	-2	-2	-1	-2	-7	-3	-2	5
Rtt109 Vps75	8	-16	-3	14	1	-1	4	2	0	-1
dFosB activator	1	7	8	-17	-1	2	-4	-1	-3	-14
LANA DNA inh	-0.8	-1.5	1.2	1.3	-1.2	-0.3	-1.5	0.1	-1.8	2.0
PvdQ inh	-9	-1	-10	0	-3	7	8	11	-12	-15
NSD2 HMT inh	2	0	16	/	1	-1	-1	-1	-1	-3
SUMO Mot1 rescue	-8	-5	4	-17	-11	158	/	613	0	416
RTF Ca sens inh	0	-3	-7	-8	1	0	9	-2	5	3

3 compounds from above, limited to dFosB activator and RTF Ca sens inh.
# | SMILES | dFosB activator | RTF Ca sens inh
30 | CC(C)(CO)CNC(=O)c1ccc2nc(Cc3cccc(Cl)c3)oc2c1 | -14 | 3
26 | COC(=O)c1ccc(CN2CCC(CO)(Cc3ccccc3Cl)CC2)cc1 | 2 | 0
28 | COc1ccc(C(=O)NC2CCN(CC(=O)Nc3cccc(OC)c3)CC2)cc1 | -1 | -2

Continuation.
31) CNS(=O)(=O)c1cnccc1N1CCN(c2cccc(C)c2)CC1
32) Clc1ccc2c(NCCNC3CCCCC3)ccnc2c1
33) CN1CCN(Cc2nc3ccccc3c(=O)n2Cc2nc(-c3cccc([N+](=O)[O-])c3)cs2)CC1
34) CC1CCCCN1C(=O)c1ccc(C(=O)Nc2ccc(F)cc2)cc1 (stereo not given)
35) CCc1ccc(NC(=O)NC2CCCCCCC2)cc1
36) CC1CCCN(C(=O)CNS(=O)(=O)c2cccs2)C1 (stereo not given)
37) COc1ccc(/C=N/OCc2nc3c4c(ncn3n2)Oc2ccc3ccccc3c2C4c2ccccc2)cc1 (stereo not given)
38) COCCN(C(=O)COC(=O)CCOc1ccccc1C)c1c(N)n(Cc2ccccc2)c(=O)[nH]c1=O
39) Cc1cc(C)n(CCCNC(=O)c2ccco2)n1
40) Oc1ccc(/C=N/Nc2ccnc3cc(Cl)ccc23)c(O)c1O

assay / compound	31	32	33	34	35	36	37	38	39	40
Keap1 Nrf2 FP	0	1	-3	-7	7	-2	-1	0	-4	-7
CDK5 inh	0.7	-0.6	0.1	0.2	-2.6	0.1	1.0	-0.4	-0.5	2.4
PfHsp90 set2	/	11	-50	-6	15	7	-3	1	-4	2
RTF Ca sens act	2	-1	/	-1	-2	4	-4	-3	0	-4
Rtt109 Vps75	6	-3	16	-12	9	-8	-1	3	-10	3
dFosB activator	2	45*	-5	4	4	-10	1	-7	-12	19*
LANA DNA inh	2.0	-5.9	0.0	-0.7	0.4	-0.4	1.2	1.3	-0.8	-0.9
PvdQ inh	-9	7	7	-14	-12	-6	-6	-4	-4	-18
NSD2 HMT inh	-3	/	-2	/	-1	5	2	-2	0	/
SUMO Mot1 rescue	-3	/	/	20	12	19	/	1	-8	-6
RTF Ca sens inh	-3	2	/	-9	-7	-4	-1	11	-4	0

41) O=C(c1ccc(F)cc1)N1CCN2C(=O)c3ccccc3C12c1ccc(Cl)cc1 (stereo not given)
42) C/C(=N\NC(=O)c1csc(C)c1C)c1ccc(Cl)s1
43) CCc1cccc(C)c1NS(=O)(=O)c1cc(Br)cnc1N
44) COc1ccccc1N1CCN(S(=O)(=O)/C=C/c2ccccc2)CC1
45) CCOC(=O)/C=C1\SCC(=O)N1CC(=O)NC(C)c1ccc(F)cc1 (stereo not given)
46) Cc1cccc(NC(=O)CSc2nc3[nH]ncc3c(=O)[nH]2)c1
47) COc1cccc2cc(C(=O)NC3CC4CCC3C4)oc12 (stereo not given)
48) Cc1ccc(Cl)cc1N1CCN(Cc2cc(=O)n3ccsc3n2)CC1

assay / compound	41	42	43	44	45	46	47	48
Keap1 Nrf2 FP	-1	-1	3	0	-7	-6	4	?
CDK5 inh	-0.1	-0.9	1.3	1.7	-0.1	-0.3	-0.5	0.5
PfHsp90 set2	0	-15	14	-43	-27	-7	1	1
RTF Ca sens act	-4	2	-3	5	2	5	-4	2
Rtt109 Vps75	47	-4	18	0	20	0	2	0
dFosB activator	-1	0	3	-6	-8	-7	-9	-9
LANA DNA inh	-0.6	-0.1	0.4	-1.8	1.1	1.2	-0.7	0.8
PvdQ inh	3	-12	2	-15	-8	-12	-7	15
NSD2 HMT inh	-1	-3	2	-4	0	0	0	3
SUMO Mot1 rescue	-17	/	10	/	1	-8	-14	-2
RTF Ca sens inh	-9	5	1	-2	-1	-7	2	6

Bioassay records from PubChem.
